Compound activity as filed in PubChem BioAssay.
iPSC survival up: increases survival of single human iPS cells; survival enhancement, % at 20 µM; AID 602274; 0.044% of 360,000 active; hiPSC single-cell survival, ATPlite luminescence; 100% = ROCK inhibitor wells, 0% = DMSO; in the data active means survival enhancement above about 18%;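 further: cells exposed to compounds for 16 hours before the ATP read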
Peg3 prom inh: reduces Peg3 promoter-driven luciferase expression in HeLa. HeLa PEG-Prom luciferase reporter, luminescence, overnight. inhibition, % at 20 µM. 1.7% of 360,000 active. AID 588405;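 active means inhibition of at least 50% at 20 µM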
PDI inh: blocks human protein disulfide isomerase activity | inhibition, % at 10 µM | PDI insulin aggregation turbidity, A650, 90 min | 0.052% of 350,000 active;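 active means mean inhibition across replicates of 30% or more, whatever share of single replicates reach that level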;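 further: absorbance from insulin aggregation driven by PDI reduction with DTT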
Target sequence (P07237 whole entry, looked up): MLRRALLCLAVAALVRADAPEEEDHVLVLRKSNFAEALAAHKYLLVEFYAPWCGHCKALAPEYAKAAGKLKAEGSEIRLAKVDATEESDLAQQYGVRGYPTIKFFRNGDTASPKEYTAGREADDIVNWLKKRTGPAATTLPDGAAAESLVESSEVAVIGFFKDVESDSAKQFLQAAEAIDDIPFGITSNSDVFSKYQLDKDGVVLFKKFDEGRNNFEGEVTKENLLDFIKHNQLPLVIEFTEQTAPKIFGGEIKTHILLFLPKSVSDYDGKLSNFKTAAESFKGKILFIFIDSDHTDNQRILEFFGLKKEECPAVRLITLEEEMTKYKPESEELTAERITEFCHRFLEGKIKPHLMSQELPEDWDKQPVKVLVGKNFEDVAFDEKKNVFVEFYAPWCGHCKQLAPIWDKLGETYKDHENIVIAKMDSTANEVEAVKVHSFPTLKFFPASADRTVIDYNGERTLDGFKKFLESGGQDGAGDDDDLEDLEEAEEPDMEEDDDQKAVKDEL
Vif imaging: blocks HIV Vif function; inhibition, % at 7.49 µM; AID 602346; 0.35% of 340,000 active; HEK293T cells, Vif self-association by quenched fluorescence, imaging, 24 h; in the data active means inhibition above about 50%, passing the limit was not always enough; further: some results filed as inactive read as strong as hits
aDG glyco act: alpha-DG glycosylation activation | Pro5-aDG cells, alpha-DG glycosylation AlphaScreen (IIH6); 0% Pro5, 100% B10-LARGE cell signal | activation, % at 10 µM | 0.22% of 360,000 active | AID 624168;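 active means activation of at least 8% versus controls, or a plate z-score of at least 8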;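 further: Pro5 are CHO cells carrying HIG-tagged alpha-DG that lacks glycosylation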
MITF TRPM1 inh: MITF TRPM1 promoter inhibition in SK-MEL-5 cells; SK-MEL-5 TRPM1 promoter luciferase, 24 h; inhibition, % at 12.5 µM; 0.83% of 330,000 active; AID 488899;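 active means mean inhibition across replicates of 60% or more, whatever share of single replicates reaches that level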; further: values of inactives mirror those of a sister screen read the other way
CaV13 ICDI inh: Disruptors of the CACNA1D IQ motif to Ca2+-dependent inactivation inhibitor domain association, primary screening, Förster resonance energy transfer in intact living …; HEK cells, CFP/YFP FRET ICDI-IQ, plate reader, 10 min; percent FRET-ratio fall versus neutral wells; inhibition, % at 12.3 µM; 0.098% of 340,000 active; AID 743397;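 active means mean replicate inhibition of at least 30% and at least 1% of replicates passing that level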;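 further: 0% = median of the neutral control wells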
NR2E3 ag-1: activates human NR2E3 receptor | Q9Y5X4 | CHO-S Gal4-NCOR/VP16-NR2E3 two-hybrid, luciferase | inhibition of corepressor binding, % at 3.98 µM | 0.35% of 360,000 active | AID 602229;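 active means inhibition above the mean of all tested compounds plus 3 SD, cut at about 70% in these data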;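 further: 0% = DMSO with NR2E3 transfected cells and 100% = cells lacking NR2E3 construct; higher means lower luciferase signal from less NR2E3 corepressor binding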
Target sequence (Q9Y5X4 whole entry, looked up, the tested form may be a part): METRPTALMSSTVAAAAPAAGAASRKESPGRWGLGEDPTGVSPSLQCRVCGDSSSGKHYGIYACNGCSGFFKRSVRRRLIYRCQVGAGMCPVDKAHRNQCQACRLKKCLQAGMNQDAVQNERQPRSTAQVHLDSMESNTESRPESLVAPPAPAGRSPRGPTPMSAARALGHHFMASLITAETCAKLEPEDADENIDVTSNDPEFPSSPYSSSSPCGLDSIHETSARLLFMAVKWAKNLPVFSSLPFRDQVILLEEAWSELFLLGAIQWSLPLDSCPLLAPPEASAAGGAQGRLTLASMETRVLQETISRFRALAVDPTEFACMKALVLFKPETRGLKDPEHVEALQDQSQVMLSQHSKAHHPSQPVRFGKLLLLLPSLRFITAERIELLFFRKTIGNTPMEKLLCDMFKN
NR2E3 ag-2: NR2E3 (human) agonism; inhibition of corepressor binding, % at 4.78 µM; 0.12% of 320,000 active; AID 2300; GST-NR2E3/biotin-RetCOR TR-FRET, 1536-well; Q9Y5X4;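 active means percent inhibition above the cutoff of mean plus 3 SD of all tested compounds, set per screening campaign, cut at about 20% in these data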;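 further: 0% = DMSO wells and 100% = biotin wells as full block of FRET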
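System: GST-tagged NR2E3 plus biotinylated RetCOR corepressor; Amount: 1.35 nM GST-tagged NR2E3 final; Dosing: single nominal compound dose of 4.8 µM; Schedule: 5 h incubation at 4 °C; Technique: TR-FRET with europium anti-GST and streptavidin-D2, 340 nm excitation; Controls: biotin wells as high control, 0.6% DMSO wells as low control.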
Granule exo inh: blocks lytic granule exocytosis | inhibition, % at 10 µM | 0.66% of 360,000 active | AID 651702 | TALL-104 LAMP-1 surface exposure, flow cytometry; cells stimulated with thapsigargin and PMA;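 active means inhibition above about 55%, limit read from the data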
HIF-2a block: inhibitors of HIF-2a; 786-0 RCC cells HIF-2a reporter, luciferase luminescence, overnight; inhibition, % at 18.8 µM; 0.72% of 360,000 active; AID 624352;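 active means inhibition of the luminescence signal of 40% or more relative to plate controls, in a single-dose primary screen at 18.75 µM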
* = called active by the depositor; · = not tested or not shown.

SMILES	iPSC survival up	Peg3 prom inh	PDI inh	Vif imaging	aDG glyco act	MITF TRPM1 inh	CaV13 ICDI inh	NR2E3 ag-1	NR2E3 ag-2	Granule exo inh	HIF-2a block
CN(C)c1ccc(Sc2nnc(NC(=O)Nc3ccc(Cl)cc3Cl)s2)cc1	0.4	27	-2	1	0.2	2	-3	8	1	-3	12
COc1ccc(-c2nc(CNS(=O)(=O)c3cc(OC)ccc3OC)cs2)cc1	-0.1	-4	·	-7	-0.2	-6	-6	-4	4	20	0
CCCN(CC(=O)Nc1ccccc1C)C(=O)CCN1C(=O)c2cccc([N+](=O)[O-])c2C1=O	-0.1	-3	-5	-4	-0.1	7	-3	-5	4	-2	9
Cc1sc2ncnc(N3CCC(C(=O)Nc4nc(-c5ccc(F)cc5)cs4)CC3)c2c1C	-0.6	-20	-4	-12	0.0	2	-5	-31	-4	2	-25
O=C(CN1C(=O)C(=O)N(C2CCCC2)C1=O)Nc1ccc(N2CCOCC2)cc1	1.2	9	3	7	0.3	7	7	-12	-3	0	10
Cc1ccc(C)c(OCCCCN2CCCCC2)c1	-0.5	-2	0	-6	0.0	-3	-18	-3	1	5	15
Cc1ccc(C)c(S(=O)(=O)Nc2nc3ccc(S(N)(=O)=O)cc3s2)c1	-0.8	11	0	1	-0.4	-6	12	11	2	1	15
COc1ccc(CCC(=O)N2CCc3ccccc32)cc1	0.5	-203	-4	-2	0.0	-62	-5	-59	0	-2	-308
COc1ccc([N+](=O)[O-])cc1N(CC(=O)N1CCCC1)S(C)(=O)=O	-1.2	2	-10	-4	0.3	8	5	1	4	-1	17
O=C(O)CSc1cccc2cccc(C(=O)O)c12	-0.2	-3	-5	14	0.0	2	-6	-38	2	2	9
O=C(CNC(=O)c1ccccc1)N/N=C/c1ccccc1Cl	-1.3	-27	-1	8	0.1	-13	0	-16	0	0	-6
O=C(O)c1ccc(NC2(C(=O)O)CCCC2)cc1	7.2	0	-7	4	-0.1	-1	-6	-11	·	1	7
Cn1c(=O)c2[nH]c(C3CC=CCC3)nc2n(C)c1=O (stereo unspecified)	-0.8	8	-5	-7	-0.2	-2	-9	-6	·	-2	1
CC1(C)Cc2c(C#N)c(N3CCN(C(=O)c4ccccc4)CC3)nc(-c3ccco3)c2CS1	0.3	13	2	-11	-0.2	4	·	-17	-1	1	10
CCCCCCn1cc(CN2CC(N3CCN(Cc4ccccc4F)CC3)CS2(=O)=O)nn1 (stereo unspecified)	-1.3	·	·	·	0.0	·	-4	-9	·	2	11
O=C(NCCc1ccccc1)c1cc2sccc2n1Cc1ccccc1	-2.0	2	-5	3	-0.3	-14	-3	-36	-1	5	-9
O=S(=O)(Nc1ccccc1)c1ccc(-c2cnc(C3CC3)o2)cc1	0.5	17	-1	-7	-0.3	26	-2	16	1	-6	3
COc1cc(=O)[nH]c(SC(C)C(=O)Nc2cccc3ccccc23)n1 (stereo unspecified)	1.6	10	-3	-2	0.0	18	-2	-29	10	-10	18
CC1=CCC(C(=O)O)(C(=O)N/N=C/c2cccs2)C(c2ccc(Cl)cc2)C1 (stereo unspecified)	-1.9	3	-4	-1	-0.3	2	-8	-10	3	2	17
Cc1noc(C)c1S(=O)(=O)N(C)C[C@@H]1OCc2cnnn2CCCC(=O)N([C@@H](C)CO)C[C@H]1C	4.9	1	1	14	0.0	·	-7	-24	·	-4	-2

Sorted by heavy-atom count (ascending): some entries from above
SMILES	iPSC survival up	Peg3 prom inh	PDI inh	Vif imaging	aDG glyco act	MITF TRPM1 inh	CaV13 ICDI inh	NR2E3 ag-1	NR2E3 ag-2	Granule exo inh	HIF-2a block
O=C(O)c1ccc(NC2(C(=O)O)CCCC2)cc1	7.2	0	-7	4	-0.1	-1	-6	-11	·	1	7
Cn1c(=O)c2[nH]c(C3CC=CCC3)nc2n(C)c1=O (stereo unspecified)	-0.8	8	-5	-7	-0.2	-2	-9	-6	·	-2	1
COc1ccc(CCC(=O)N2CCc3ccccc32)cc1	0.5	-203	-4	-2	0.0	-62	-5	-59	0	-2	-308
COc1ccc([N+](=O)[O-])cc1N(CC(=O)N1CCCC1)S(C)(=O)=O	-1.2	2	-10	-4	0.3	8	5	1	4	-1	17
Cc1ccc(C)c(S(=O)(=O)Nc2nc3ccc(S(N)(=O)=O)cc3s2)c1	-0.8	11	0	1	-0.4	-6	12	11	2	1	15
CC1=CCC(C(=O)O)(C(=O)N/N=C/c2cccs2)C(c2ccc(Cl)cc2)C1 (stereo unspecified)	-1.9	3	-4	-1	-0.3	2	-8	-10	3	2	17
COc1ccc(-c2nc(CNS(=O)(=O)c3cc(OC)ccc3OC)cs2)cc1	-0.1	-4	·	-7	-0.2	-6	-6	-4	4	20	0
O=C(CN1C(=O)C(=O)N(C2CCCC2)C1=O)Nc1ccc(N2CCOCC2)cc1	1.2	9	3	7	0.3	7	7	-12	-3	0	10
Cc1sc2ncnc(N3CCC(C(=O)Nc4nc(-c5ccc(F)cc5)cs4)CC3)c2c1C	-0.6	-20	-4	-12	0.0	2	-5	-31	-4	2	-25
CCCN(CC(=O)Nc1ccccc1C)C(=O)CCN1C(=O)c2cccc([N+](=O)[O-])c2C1=O	-0.1	-3	-5	-4	-0.1	7	-3	-5	4	-2	9

Carrying on.
SMILES	iPSC survival up	Peg3 prom inh	PDI inh	Vif imaging	aDG glyco act	MITF TRPM1 inh	CaV13 ICDI inh	NR2E3 ag-1	NR2E3 ag-2	Granule exo inh	HIF-2a block
CCOC(=O)CN1C(=O)N[C@@H](c2cccc(C(F)(F)F)c2)C(C(C)=O)=C1C	3.2	1	1	·	0.1	-14	·	22	5	-8	17
O=C(Nc1nc(-c2ccccn2)cs1)C12CC3CC(CC(O)(C3)C1)C2	-2.1	-183	-3	1	0.4	-41	-8	-116	3	-9	-166
CC(C)(C)C(=O)Nc1ccc(S(=O)(=O)NC2=NCCCCC2)cc1	-0.2	-10	6	-3	-0.1	2	-5	1	5	-11	-6
O=C(/C=C/c1cccc(F)c1)NNC(=O)c1ccncc1	-0.4	36	1	-1	0.1	10	-5	-16	0	2	21
Cc1nc(SCC(=O)Nc2cc(C)on2)c2c(C)c(C)sc2n1	0.1	74*	2	2	0.0	1	·	-10	3	-1	3
CC(=O)Nc1ccc(NC(=O)CNC(=O)c2sc3ccccc3c2Cl)cc1	0.0	-33	12	16	0.0	-10	-16	-14	-31	-1	-38
Cc1cccc(C)c1-n1nnnc1C(c1ccnc2ccccc12)N(Cc1ccccc1)Cc1ccccc1 (stereo unspecified)	-1.0	·	·	·	-0.2	·	-7	-15	·	2	-7
COc1cc2c(cc1OC)CN(CCOc1ccc(Br)cc1)CC2	-0.2	-5	2	-13	0.2	12	-2	-48	0	-7	2
FC(F)(F)c1cccc(NC(=S)Nc2cccc(Cl)c2)c1	1.0	9	2	8	-0.1	0	-4	-13	-2	1	-21
Cc1ccccc1OCC(=O)NCC(c1ccco1)N1CCCCC1 (stereo unspecified)	-0.2	5	0	2	-0.1	13	·	-20	-1	0	6
O=C(Nc1ccc(S(=O)(=O)NC2=NCCCCC2)cc1)c1ccc(=O)[nH]c1	1.7	1	0	1	0.0	4	-9	-22	-1	-2	21
CC1CCCC(NC(=O)c2nn(C)c3c2CS(=O)(=O)c2ccccc2-3)C1C (stereo unspecified)	-0.2	5	-5	-1	0.2	-1	-4	-33	2	-13	7
COc1ccc(Cl)cc1S(=O)(=O)n1c([N+](=O)[O-])cnc1C	-0.3	1	-6	-2	-0.2	10	-5	0	1	-4	15
Cc1ccc(C(=O)c2ccc([N+](=O)[O-])cc2)cc1C	1.6	-84	-3	-4	0.1	-51	-8	2	4	-6	-146
CCOc1ccc(NC(=O)CSc2ncn[nH]2)c([N+](=O)[O-])c1	0.4	7	0	-8	0.0	7	-6	-15	-5	-8	5
Cc1cccc(CSC(=N)N)c1	0.1	17	22	1	0.1	1	-4	4	-2	-5	14
CCOc1ccc(S(=O)(=O)NCCC(=O)NC(C)CCc2ccccc2)cc1 (stereo unspecified)	0.6	7	-10	-11	0.3	-2	-2	13	2	-4	14
O=C(C1CCCCN1S(=O)(=O)c1ccccc1[N+](=O)[O-])N1CCCCC1 (stereo unspecified)	0.4	-8	3	-8	-0.1	0	-1	11	0	-2	12
COc1cccc(C(=O)N2CCN(C(=O)C3CCCO3)CC2)c1 (stereo unspecified)	-0.3	-26	-5	22	0.2	1	-2	-19	3	5	-1
NC(=O)c1ccc(Nc2ccc([N+](=O)[O-])cc2[N+](=O)[O-])cc1	-1.9	9	-7	-3	0.5	-1	-4	9	0	1	16
Cc1cccc(S(=O)(=O)Nc2ccc(C)c3c2OC(C)(C)C3)c1	2.0	23	5	-2	0.2	-5	-4	-16	0	0	5
O=C(NCC1CCCO1)C(C(=O)c1ccc(F)cc1)n1ccccc1=O (stereo unspecified)	-0.8	10	-1	17	-0.1	-6	-6	-11	-2	6	6
O=C(OCC1CCC=CO1)C1CCC=CO1 (stereo unspecified)	-0.6	7	-10	11	0.2	-13	-13	5	·	3	6
Cc1ccc(C(=O)NCC(=O)OCc2nnc(-c3ccc([N+](=O)[O-])cc3)o2)cc1	-4.3	-5	4	5	-0.1	·	-4	-11	·	-1	-4
Cc1cc(-c2ccccc2)[nH]c(=O)c1C#N	2.6	7	-1	2	0.9	-8	-12	-1	3	1	6
O=C(CCn1nnc2ccccc21)Nc1nnc(Cc2ccc(F)cc2)s1	-1.6	3	-5	-7	0.3	10	-4	20	-3	0	24
COCCCNC(=O)c1ccc2c(=O)n(C3CCCC3)c(=S)[nH]c2c1	-0.8	18	-4	-1	-0.2	1	-4	-11	-5	0	5
CC1CC(C)CN(CCCNC(=O)CCNC(=O)Cn2ccc3ccccc3c2=O)C1 (stereo unspecified)	1.5	14	-7	3	-0.1	-6	-6	-18	2	-3	17
Cc1noc(C)c1COc1cccc(C(=O)OCC(=O)N2CC(=O)Nc3ccccc32)c1	-0.9	14	-5	13	0.0	17	-6	-48	3	0	4
C[C@H](NC(=O)[C@H](Cc1ccccc1)NC(=O)c1cc2cc(Cl)ccc2n1C)C(=O)O	-0.1	27	2	-2	-0.1	21	-3	-25	2	-23	22
CSCCC(NC(=O)c1ccccc1Br)C(=O)NCc1ccc(F)cc1 (stereo unspecified)	-0.1	1	-3	-4	-0.1	8	-13	8	3	1	16
CCOc1ccc2c(c1)OC(c1ccc(OC)cc1)(C(F)(F)F)NC2=O (stereo unspecified)	-1.1	-68	-7	2	-0.1	2	-5	-37	1	9	-78
O=C(CN1C2CCCC1CC(NC(=O)c1ccccc1)C2)NC1CC1 (stereo unspecified)	-1.4	12	0	7	0.1	14	-14	-15	1	-2	19
